High-throughput results as filed in PubChem.
NSD2 HMT inh: NSD2 histone methyltransferase inhibitors, primary screen, biochemical, AlphaScreen, single concentration, set 2; Histone-lysine N-methyltransferase NSD2 (Homo sapiens), O96028; NSD2 peptide methylation, 120 min; inhibition, % at 12.5 µM; 0.54% of 310,000 active; in the data active = inhibition above about 50%
CAL PDZ FP-1: CAL PDZ peptide-binding inhibitors, primary screen, biochemical, fluorescence polarization, Cer-tagged CAL PDZ, HTS. Golgi-associated PDZ and coiled-coil motif-containing protein (Homo sapiens), Q9HD26. purified CAL PDZ, TMR-peptide fluorescence polarization, 1 h. inhibition, % at 20 µM. 0.02% of 330,000 active. AID 504414, 2011;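 active = highest replicate inhibition of at least 40%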;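 note: plate controls were DMSO neutral control wells for no effect and unlabeled competitor peptide control wells for full effect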
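material = purified tagged CAL PDZ domain construct (CerCALP) | buffer or medium = sodium phosphate/NaCl buffer pH 7.4 with TCEP, IgG, Thesit | reagent = TMR-labelled reporter peptide T*-PRC34 bound in PDZ groove | incubation = 1 h room-temperature incubation prior to read | measured by = fluorescence polarization (mP) | evaluation = percent inhibition from loss of millipolarization | control set = unlabelled peptide and DMSO controls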
Arrestin-AP2 inh: inhibitors of beta-arrestin/AP2 binding, primary screen, biochemical, GPCR trafficking, flow cytometry. 0.31% of 340,000 active. inhibition, % at 10 µM. FITC-arrestin peptide / GST-AP2 beads; AP2 beta2 appendage carries R879A mutation. beta-arrestin 1 C-terminal peptide binding to AP2 beta2-adaptin appendage (human);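 active = inhibition above a set limit, near 3 SD of compounds lacking own fluorescence, cut at about 54% in these data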;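 note: plate controls were DMSO wells for no effect and 5 µM unlabelled arrestin peptide for full effect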
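Measured by: flow cytometry, FL1 (488/535 nm); Material: AP2 appendage R879A on GSH beads; Evaluation: percent response; Timing: pre-incubation 12 min, peptide binding 1 h, room temperature; Also added: 50 nM FITC-arrestin peptide; Medium: PBS with 0.05% Tween 20 and 0.1% BSA.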
CAL PDZ FP-2: untagged CAL PDZ binding inhibitors, primary screen, biochemical, fluorescence polarization, HTS. 0.92% of 300,000 active. inhibition, % at 24.9 µM. Golgi-associated PDZ and coiled-coil motif-containing protein (Homo sapiens), Q9HD26. AID 602252, 2012. purified CAL PDZ, TMR-peptide fluorescence polarization, 1 h;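 active = mean inhibition of at least 30% with at least half of replicates also reaching 30%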;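 note: 0% = DMSO neutral control and 100% = excess unlabeled competitor peptide PRC23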
DAGLB inhibitor: DAGLB lipase inhibitors, primary screen, biochemical, fluorescence, HTS; Diacylglycerol lipase-beta (Homo sapiens), Q8NCG7; HEK293T DAGLB membrane lysate, EnzChek fluorogenic substrate; inhibition, % at 5.17 µM; 0.059% of 340,000 active; AID 504411, 2011; in the data active = inhibition above about 34%;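 note: 0% = enzyme with vehicle and 100% = wells lacking enzyme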
Keap1 Nrf2 FP: Keap1-Nrf2 protein-protein interaction inhibitors, primary screen, biochemical, fluorescence polarization, single point; Kelch-like ECH-associated protein 1 (Homo sapiens), Q14145; Keap1 Kelch-Nrf2 peptide fluorescence polarization, 1536-well; inhibition, % at 9.4 µM; 0.15% of 340,000 active; AID 504523, 2011; in the data active = inhibition above about 12%;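 note: human Keap1 Kelch domain with fluorescein labeled Nrf2 9mer peptide probe; 0% = neutral control wells and 100% = peptide positive control; higher means more block of Keap1 binding to Nrf2 peptide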
Target sequence (Q14145 whole entry, looked up, the tested form may be a part): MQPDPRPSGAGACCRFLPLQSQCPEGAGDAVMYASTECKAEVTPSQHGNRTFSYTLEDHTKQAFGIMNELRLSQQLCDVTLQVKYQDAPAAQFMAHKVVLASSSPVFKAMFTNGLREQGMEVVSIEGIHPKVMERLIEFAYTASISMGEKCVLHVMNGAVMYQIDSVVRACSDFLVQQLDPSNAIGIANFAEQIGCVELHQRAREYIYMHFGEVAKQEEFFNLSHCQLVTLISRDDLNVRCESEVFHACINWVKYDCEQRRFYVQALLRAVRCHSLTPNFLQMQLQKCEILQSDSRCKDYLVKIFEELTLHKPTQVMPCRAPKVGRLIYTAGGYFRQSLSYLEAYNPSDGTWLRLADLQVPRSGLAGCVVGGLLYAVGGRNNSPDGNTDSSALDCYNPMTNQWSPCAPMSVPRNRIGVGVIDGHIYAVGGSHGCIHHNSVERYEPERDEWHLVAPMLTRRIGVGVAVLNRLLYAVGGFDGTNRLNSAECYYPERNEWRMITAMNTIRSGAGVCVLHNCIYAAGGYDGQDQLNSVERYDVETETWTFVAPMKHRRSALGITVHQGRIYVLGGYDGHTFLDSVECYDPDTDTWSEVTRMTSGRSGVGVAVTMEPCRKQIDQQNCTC
LANA DNA inh: inhibitors of KSHV C-LANA binding to DNA, primary screen, biochemical, fluorescence polarization, FAM-LBS DNA, MBP-C-LANA, single point; AID 504423, 2011; 0.078% of 340,000 active; inhibition, % at 9 µM; Kaposi's sarcoma herpesvirus LANA C-terminal domain (residues 932-1162) DNA binding;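 active = highest replicate inhibition at or above 60% at 9 µM, even if other replicates fall short; inactive = all replicates below 60% inhibition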;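 note: 0% = neutral control wells and 100% = 4 µM acridine orange control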
V-ATPase pH: regulators of yeast V-ATPase proton pumping, primary screen, pHLuorin cytosolic pH fluorescence; S. cerevisiae; response, % at 10 µM; 0.37% of 350,000 active; AID 504577, 2011; in the data active = response mostly above about 7.3%, no sharp cut-off; inactive = mostly below about 5.4%; note: actives read high; inactives centre near 0; some compounds called inactive have numbers as strong as hits
RTF Ca sens inh: cardiac RTF calcium sensitivity inhibitors, primary screen, biochemical, IANBD-TnC fluorescence, EC70 calcium; Troponin I, cardiac muscle (Homo sapiens) + Troponin T, cardiac muscle (Homo sapiens) + …; IANBD-labeled cardiac RTF, Ca2+ fluorescence; inhibition, % at 7.15 µM; 0.12% of 340,000 active;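 active = inhibition above the mean inhibition of all tested compounds plus 3 SD, cut at about 17% in these data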;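 note: assay run at fixed EC70 calcium of 1.6 mM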
DSG3 Ab inh: inhibitors of pemphigus antibody binding to DSG3, primary screen, biochemical, bead-based, flow cytometry, scFv-GFP; Desmoglein-3 (Homo sapiens), P32926; AID 588358, 2011; 0.48% of 310,000 active; DSG3-coupled beads, scFv-anti-DSG3-GFP binding; stronger effect = lower value; binding (percent of control), % at 10 µM;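 active = binding more than 3 SD below its plate's average and above zero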;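 note: hits lower antibody fragment binding to DSG3; some compounds called inactive have numbers as strong as hits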
The depositor's hits bear a star; / = no result given.

SMILES	NSD2 HMT inh	CAL PDZ FP-1	Arrestin-AP2 inh	CAL PDZ FP-2	DAGLB inhibitor	Keap1 Nrf2 FP	LANA DNA inh	V-ATPase pH	RTF Ca sens inh	DSG3 Ab inh
CSc1ccc(OCC(=O)Nc2ccc(N3CCOCC3)c(Cl)c2)cc1	10	-2.9	6	-2	-10	1	-1.8	4	0	96
CC(=O)Nc1nc(SCc2cccc3ccccc23)n[nH]1	-2	-2.8	4	-3	1	-2	-0.9	3	10	104
Cc1ccc(S(=O)(=O)NCc2ccco2)cc1C(N)=O	-6	-0.7	24	1	1	2	0.8	5	-6	100
COc1ccc(-c2ccn(-c3cccc(F)n3)n2)cc1	-1	0.2	5	-1	12	-2	0.1	0	-7	102
CCn1ccnc1C(O)c1ccc(N(C)C)cc1 (configuration not stated)	24	-0.2	3	3	0	1	-0.2	-2	-3	/
N#CC1=C(N)N(c2ccccc2)C2=C(C(=O)CCC2)C1c1cccs1 (configuration not stated)	0	-0.7	24	1	4	-1	-1.7	-7	-5	99
CCN(CC)C(=O)COc1ccc2c(-c3ccc(OC)cc3)cc(=O)oc2c1	-2	/	-15	-3	-2	-4	-1.9	0	-8	96
Cc1ccc(Cl)cc1NC(=O)CCNC(=O)N1CC(=O)Nc2ccccc21	-2	-0.6	16	/	0	-3	-0.7	1	-5	101
O=C(CS(=O)(=O)c1cn(Cc2ccc(F)cc2)c2ccccc12)N1CCCCC1	/	/	16	-7	-1	0	1.2	-1	5	/
Cc1[nH]c2ccccc2c1C=NNC(=O)c1cc(-c2cccnc2)nc2ccccc12	14	-0.6	15	0	1	4	-1.4	2	-6	/
CCC(C)(C)C1CCc2[nH]nc(C(=O)NCC3CC3)c2C1 (configuration not stated)	/	-0.4	-6	-4	-2	3	0.2	0	0	101
CCOC(=O)c1oc2ccc(S(=O)(=O)n3nc(-c4ccc(OC)cc4)cc3N)cc2c1C	/	-0.4	7	/	3	1	1.2	4	-8	94
CCCC(=O)Nc1nnc(-c2cccc(OCC)c2)s1	-2	-0.3	-4	-4	-7	3	0.6	-3	1	101
Cc1cccc(/C=N/NC(=O)c2c(-c3ccccc3)noc2C)c1O	1	-1.8	12	-4	7	-5	-1.0	3	0	121
O=C(CCCn1c(=O)c2sccc2n(CC(=O)OCc2ccccc2)c1=O)NCc1ccco1	7	-0.9	4	-3	1	-1	-0.1	-2	2	97
CN(C)Cc1cc(C(C)(C)C)c(O)c(C(C)(C)C)c1	-2	-1.5	3	-2	-3	-3	0.5	1	10	108
CCOc1ccc(N2C(=O)CC(NCCc3ccncc3)C2=O)cc1 (configuration not stated)	0	-2.9	-6	0	-2	-6	0.0	-1	-4	103
CCn1c(-c2ccco2)nc2ccccc21	-3	-2.9	-3	11	3	0	-1.6	0	-1	99
Cc1ccc(-n2nnnc2/C=C\Nc2cc(C)on2)cc1	-4	0.5	-6	1	-15	-1	0.3	0	-5	100
O=c1[nH]c(C2CCN(S(=O)(=O)Cc3ccccc3)CC2)nc2c1nnn2Cc1ccccc1	1	-1.3	3	4	1	-1	0.6	-3	-12	114
O=C1NCC2=C1C(c1ccccc1)Nc1ccccc1N2 (configuration not stated)	3	-5.9	13	-7	6	-3	-0.5	-4	-8	102
CC(=O)NC(C(=O)OCC(=O)N(c1ccccc1)c1ccccc1)C(C)C (configuration not stated)	9	-1.5	0	-4	-1	-6	-1.0	-1	-4	103
Cc1cc(Cl)ccc1NC(=O)C(=O)N/N=C/c1ccc2c(c1)OCO2	4	-0.8	17	-1	-2	6	-0.1	2	1	105
CCCc1nc2oc3cc(OC)ccc3c(=O)c2c(=O)n1CCc1ccccc1	-12	-1.4	34	-1	-1	0	-1.6	1	6	110
CCN1CCN(CC(=O)N2N=C(c3cccs3)CC2c2ccc(C)cc2)C(=O)C1=O (configuration not stated)	-1	19	2	-3	-2	2	0.1	-2	-1	/
New compounds follow:
SMILES	NSD2 HMT inh	CAL PDZ FP-1	Arrestin-AP2 inh	CAL PDZ FP-2	DAGLB inhibitor	Keap1 Nrf2 FP	LANA DNA inh	V-ATPase pH	RTF Ca sens inh	DSG3 Ab inh
CN(CC#CCC(c1ccccc1)c1ccccc1)C(C)(C)C	27	0.2	20	-5	0	0	-0.8	12	-5	103
N#C/C(=C\c1ccccc1)C(=O)N1CCC(C(N)=O)CC1	1	-0.5	-4	/	-1	-4	1.3	3	-3	/
N#CCCN(C(=O)COC(=O)c1ccc(S(=O)(=O)N2CCCCCC2)cc1)c1ccccc1	-2	0.3	-4	-2	-3	-4	1.2	0	5	113
Cc1nn(CCC(=O)NNC(=S)Nc2ccc(Cl)cc2)c(C)c1[N+](=O)[O-]	-1	-1.8	17	-5	2	-1	-0.3	10	-16	71
CC(C)(C)NC(=O)Nc1cccc(Cl)c1Cl	-1	-1.3	-11	-3	-2	-6	0.5	0	0	91
O=C(CN1CCCCCC1)Nc1ccc(Br)cc1[N+](=O)[O-]	10	-2.5	4	9	-4	-2	0.4	2	-4	104
COc1ccc(/C=C/C(=O)c2c(O)cc(C)oc2=O)c(OC)c1	-1	0.1	7	-1	2	-4	-0.8	-5	-16	107
CCn1cc(CNc2nc3nonc3nc2N2CCCCC2)cn1	/	-0.6	5	72*	1	-1	0.8	-1	0	103
Cc1cccc(N2C(=O)CC(c3ccc(F)cc3)C3=C2COC3=O)c1 (configuration not stated)	-5	0.0	17	4	-3	-3	4.6	-1	-11	116
CCOC(=O)N1CCN(C(=O)N2CCOCC2)CC1	17	-1.3	29	-1	-1	1	-2.0	-1	4	107
O=C(NCCN1C(=O)S/C(=C\c2ccc(Cl)c(Cl)c2)C1=O)c1cnccn1	3	-2.6	-1	-3	0	-4	1.0	1	-11	88*
CCN(CC(=O)Nc1ccc(OC)cc1)C(=O)c1ccc(=O)n(Cc2ccccc2)n1	-2	-0.9	3	-2	-2	-2	-1.7	0	1	108
COc1cc(-c2cc(C(=O)Nc3ccc(S(N)(=O)=O)cc3)c3ccccc3n2)cc(OC)c1OC	-1	-2.9	-1	-9	1	-1	-1.5	4	-1	/
COc1ccc(C(=O)NCCCOC(C)C)cc1OC1CCN(C(C)=O)CC1	-3	0.8	42	-1	-1	-1	0.0	-3	-1	112
O=C(CC1CS(=O)(=O)CC1CC(=O)Oc1ccccc1F)Oc1ccccc1F (configuration not stated)	-1	-0.5	2	-3	2	-5	-2.2	6	6	97
CC(=O)Nc1sc2c(c1C#N)CCC2	-6	0.0	47	/	-3	0	-0.8	-1	14	106
CC1=CC(C)C2(CO)COC(c3ccccc3O)C1C2C (configuration not stated)	1	-0.5	3	2	2	-1	-0.3	1	-1	103
O=C(CCn1c(=S)oc2ccccc21)N1CCN(c2ccc(F)cc2)CC1	/	0.4	8	7	-2	2	-2.4	-1	-3	102
O=C(O)CCCN1C(=O)/C(=C/c2ccncc2)SC1=S	-24	0.1	-4	15	-2	-8	-0.6	-3	-14	94
COc1ccc(C)cc1NC(=S)NNC(=O)c1c(Br)cnn1C	-2	-1.8	14	-1	6	-10	-0.8	3	-12	93
COc1cc2c(=O)n(Cc3ccccc3)c(=O)n(CC(=O)NCc3ccco3)c2cc1OC	-1	-0.3	1	/	-4	-1	-0.6	0	-2	102
Cc1ccccc1NS(=O)(=O)c1cc(OCC(N)=O)c(C)cc1Cl	-4	0.3	3	-1	2	-1	-1.0	3	2	147
Cc1cc(S(=O)(=O)NC2CC(C)(C)NC(C)(C)C2)c(Cl)cc1Cl	-1	0.6	-15	/	3	0	-1.0	-6	0	105
O=[N+]([O-])c1cccnc1N1CCOCC1	-2	-1.6	0	-3	-1	2	1.0	-1	-9	101
CCOC(=O)C1(CC2CCCCO2)CCN(Cc2nc(C(C)C)cs2)CC1 (configuration not stated)	-2	0.0	12	/	-4	0	0.3	1	-2	99

An excerpt from above, showing only DSG3 Ab inh:
structure	DSG3 Ab inh
CCn1c(-c2ccco2)nc2ccccc21	99
Cc1ccc(-n2nnnc2/C=C\Nc2cc(C)on2)cc1	100
O=c1[nH]c(C2CCN(S(=O)(=O)Cc3ccccc3)CC2)nc2c1nnn2Cc1ccccc1	114

(further entries)
SMILES	NSD2 HMT inh	CAL PDZ FP-1	Arrestin-AP2 inh	CAL PDZ FP-2	DAGLB inhibitor	Keap1 Nrf2 FP	LANA DNA inh	V-ATPase pH	RTF Ca sens inh	DSG3 Ab inh
Cc1ccc(NC(=O)COc2cccc(C)c2C)cc1S(=O)(=O)N1CCCCCC1	2	-2.1	-3	-5	-7	0	1.9	-2	-3	/
Cc1cc(=O)oc(C)c1C(=O)Nc1ccc(F)cc1	-3	0.6	38	-1	-3	-4	0.2	-3	1	95
O=C(Cn1cnc2ccccc2c1=O)N1CCN(Cc2ccccc2)CC1	/	-1.1	8	2	-1	-1	-0.1	-4	3	100
CC(=O)Nc1ccc(N(C(=O)c2ccco2)C(C(=O)NC2CCCC2)c2cccs2)cc1 (configuration not stated)	-2	-0.8	48	-1	4	/	-1.4	-3	-8	120
CCN(CC)S(=O)(=O)c1cccc(C(=O)NC(C(=O)NC2=NCCS2)C(C)C)c1 (configuration not stated)	/	-0.5	3	-7	-1	1	-0.2	-2	1	103
CC(C)CCNC(=O)c1csc2c1CCCCC2	-1	-0.4	/	-2	-2	0	5.0	7	5	186
CCOc1ccc(-n2c(=S)sc3c(=O)[nH]c(SCC(=O)NCC4CCCO4)nc32)cc1 (configuration not stated)	1	-1.1	21	-1	-1	1	1.1	0	-5	82
Cc1ccc(NC(=O)NC2CC(=O)N(c3ccc4c(c3)OCCO4)C2)c(C)c1 (configuration not stated)	0	-0.6	0	/	0	-6	0.4	0	-26	102
CC(=O)CC(=O)Nc1cccc2c1CCCC2	3	-1.4	7	-6	2	-2	-0.8	0	3	86

These rows are one share of the data (hit frequency here may not be typical).
